MsrA inhibitor: inhibits bovine methionine sulfoxide reductase A; 360,000 compounds, 0.75% hits; inhibition, % at 15.5 µM; purified bovine MsrA, absorbance read-out; AID 651718; in the data active means inhibition above about 4.5%;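 further: 0% = vehicle wells with enzyme and 100% = reference inhibitor wells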
An asterisk follows results filed as active.

SMILES	MsrA inhibitor
C[C@H]1[C@H](c2ccccc2)Oc2cccc(NCCc3ccccc3)c2S(=O)(=O)N1Cc1cccc(Cl)c1	0.1
O=C(C1=C[C@H](c2csc3ccccc23)C[C@H](OCc2ccc(CO)cc2)O1)N1CCCCCCC1	0.0
C#CCOCCOCCOCCNc1nc(N2CCN(C(=O)[C@H](CCC(=O)O)n3cc(C(N)CO)nn3)CC2)nc(N2CCN(C(=O)[C@H](Cc3ccc(O)cc3)n3cc(C(N)[C@H](C)CC)nn3)CC2)n1 (stereo not given in full)	0.4
Cc1c(C2(O)CCCCC2)[nH]c2ccccc12	0.8
Cc1ccc(S(=O)(=O)NC(CCCNC(=O)OCc2ccccc2)C(=O)O)cc1 (stereo not given)	0.2
C[C@@H]1ON(C)[C@H]2C[C@H]3c4[nH]c5c(-c6ccccc6)cccc5c4CCN3C(=O)[C@@H]12	0.4
COC(=O)[C@]12C[C@H](CC(=O)NCc3ccc(C)o3)C(=O)N(Cc3ccccc3)C1=C[C@H](C(C)C)O[C@@H]2C1CC1	0.3
CN1CCN(C2Cc3ccccc3Sc3cc(C(F)(F)F)ccc32)CC1 (stereo not given)	-1.4
O=C(COC(=O)c1ccc(O)cc1)Nc1cc(S(=O)(=O)N2CCOCC2)ccc1N1CCOCC1	-0.2
O=C1/C(=C/c2cccnc2)CCC/C1=C\c1cccnc1	3.8

Some of the entries above in a different format:
CN1CCN(C2Cc3ccccc3Sc3cc(C(F)(F)F)ccc32)CC1 (stereo not given)
- MsrA inhibitor: -1.4
Cc1ccc(S(=O)(=O)NC(CCCNC(=O)OCc2ccccc2)C(=O)O)cc1 (stereo not given)
- MsrA inhibitor: 0.2
Cc1c(C2(O)CCCCC2)[nH]c2ccccc12
- MsrA inhibitor: 0.8
O=C1/C(=C/c2cccnc2)CCC/C1=C\c1cccnc1
- MsrA inhibitor: 3.8

Following part.
SMILES	MsrA inhibitor
C[C@@H]1ON(C)[C@H]2C[C@H]3c4cc(N5CCOCC5)ccc4CCN3C[C@@H]12	-1.2
C[C@@H]1C=CCCO[C@]12C(=O)N(Cc1ccc(F)cc1)c1ccccc12	3.3
CCc1cc2c(nc1CC)CCCN2S(=O)(=O)c1ccccc1C	0.5
COC(=O)[C@@]1(Cc2ccc(F)cc2)[C@H]2c3cc(C(=O)N(C)C)n(Cc4ccccn4)c3C[C@H]2CN1C(=O)c1ccccc1	-0.1
COC(=O)Cc1nnn2c1[C@H](C)[C@@H](OC)c1ccc(C(F)(F)F)cc1-2	0.2
COCCCNC(=O)c1nnn2c1nc(N)c1cc(Cl)ccc12	0.8
COc1cccc(-c2ccc(=O)n(CC(=O)Nc3ccc(S(=O)(=O)NCC(C)C)cc3)n2)c1	0.3
NC(=O)CC[C@@H]1NC(=O)[C@@H]2CCCN2C(=O)c2cc([N+](=O)[O-])cc(I)c2NCCC[C@@H](C(=O)NC(CC(=O)O)C(N)=O)NC1=O (stereo not given in full)	2.8
CC(NC(=O)C=Cc1ccco1)C(=O)NC(Cc1ccccc1)C(N)=O (stereo not given)	0.6
O=C(NN=Cc1ccccc1O)C(=O)Nc1ccc(F)cc1	1.5
Cc1ccccc1C(=O)N(C)[C@H]1C[C@H]2c3[nH]c4c(-c5ccccc5)cccc4c3CCN2C(=O)[C@H]1[C@H](C)O	1.4
O=C(C(=O)N1CCC(CNS(=O)(=O)c2ccc(OC(F)(F)F)cc2)CC1)c1cc2ccccc2o1	1.8
OCCC(N1CCOCC1)C(O)(c1ccccc1)c1ccccc1 (stereo not given)	0.1
CCCN(CCC)Cc1cc(=O)oc2ccccc12	0.4
O=C(N[C@H](Cc1ccccc1)C(=O)N1CCN(c2ccc(Cl)cn2)CC1)[C@H]1O[C@@H](n2ccc(=O)[nH]c2=O)[C@H](O)[C@@H]1O	-0.9
CCCCCCCCN1C(=O)[C@@H](CC(=O)NCCC(C)C)C[C@@]2(C(=O)OC)C1=C[C@H](C(C)(C)C)O[C@@H]2C	-0.9
Cc1cccc(CN2CCSCCS2(=O)=O)c1	0.9
COC(=O)C1=C(C)N(Cc2cccc(C(F)(F)F)c2)C(=NCc2ccc3c(c2)OCO3)NC1c1cccc(Cl)c1 (stereo not given)	0.3
Cn1c(=O)cc(SCC(=O)Nc2ccccn2)c2ccccc21	0.5
O=C(/C=C(\Nc1cc(Cl)c(F)c(Cl)c1)c1ccccc1)c1ccccc1	0.7

Some of the entries above, set out differently:
structure | MsrA inhibitor
Cc1c(C2(O)CCCCC2)[nH]c2ccccc12 | 0.8
Cc1ccc(S(=O)(=O)NC(CCCNC(=O)OCc2ccccc2)C(=O)O)cc1 (stereo not given) | 0.2
C[C@@H]1ON(C)[C@H]2C[C@H]3c4[nH]c5c(-c6ccccc6)cccc5c4CCN3C(=O)[C@@H]12 | 0.4
COC(=O)[C@]12C[C@H](CC(=O)NCc3ccc(C)o3)C(=O)N(Cc3ccccc3)C1=C[C@H](C(C)C)O[C@@H]2C1CC1 | 0.3
CN1CCN(C2Cc3ccccc3Sc3cc(C(F)(F)F)ccc32)CC1 (stereo not given) | -1.4
O=C(COC(=O)c1ccc(O)cc1)Nc1cc(S(=O)(=O)N2CCOCC2)ccc1N1CCOCC1 | -0.2

(list continues)
SMILES	MsrA inhibitor
Nc1[nH]c(C(=O)c2ccccc2)c(-c2cccc(C(F)(F)F)c2)c1C(=O)NCCc1c[nH]c2ccccc12	0.2
CC(C)[C@H](NC(=O)c1ccccc1)C(=O)N1CCC[C@H]1C(=O)NCCc1ccccc1Cl	-1.6
CNC(=O)c1c(NC(=O)c2ccc(S(=O)(=O)N3CCCC3)cc2)sc2c1CCN(C(C)C)C2	-0.8
COc1ccc2c(c1)[C@@H](NC(=O)c1ccncc1)[C@@H]1Cc3ccccc3[C@H]21	-1.7
CC(=O)Nc1cccc(Cn2cccn2)c1	-1.4
COc1cccc(C(=O)N2CCC[C@@H]2C(=O)N2CCC[C@H]2C(=O)NCc2ccccc2)c1	0.2
O=C(C(=O)N1CCC(CNS(=O)(=O)c2ccc(F)cc2)CC1)c1cc2ccccc2o1	0.3
CCCCNc1ccc2c(c1)OC[C@@H](Cc1ccccc1)NS2(=O)=O	0.7
Brc1ccc(-c2ccc3c(n2)CCCN3Cc2ccccn2)cc1	0.9
C#CCN(C[C@@H]1[C@@H](OC(=O)Nc2cccs2)[C@@H](OC(=O)Nc2cccs2)C[C@H](C(=O)OC)[C@@H]1C(=O)OC)S(=O)(=O)c1ccc(C)cc1	-0.8
CC1CCCN(c2cccc3c2S(=O)(=O)N(Cc2cccc(F)c2)[C@@H](C)[C@H](c2ccccc2)O3)C1 (stereo not given in full)	1.1
CCn1c(SCC(=O)Nc2cc(NC(C)=O)ccc2OC)nnc1-c1ccncc1	0.2
CN(C)CCNC(=O)C(=O)C1C(=O)Nc2ccccc21 (stereo not given)	0.7
COc1ccc(OC)c(N=C2SCCCN2C(=O)c2ccc(N3C(=O)CCC3=O)cc2)c1	-0.2
COc1cccc(CNC(=O)[C@H]2CCCN2C(=O)[C@H]2CCCN2C(=O)c2ccc(F)c(C(F)(F)F)c2)c1	-0.1
C[C@@H]1COc2cccc(NCCCN3CCOCC3)c2S(=O)(=O)N1	0.1
CC(=O)NS(=O)(=O)c1ccc(NC(=O)CSc2ccc(Cl)cc2)cc1	-1.1
O=C(CN1CCSCC1)N/N=C/c1ccc(Cl)cc1	0.8
C[C@H](CO)N1C[C@H](C)[C@@H](CN(C)S(C)(=O)=O)OCc2cn(nn2)CCCC1=O	-0.4
Cc1[nH]c2ccccc2c1C(=O)c1c(N)[nH]c(C(=O)c2ccc(Br)cc2)c1-c1ccc(Br)cc1	-0.1
CC1CCN(S(=O)(=O)c2ccc3nc(N4CCN(c5ccccc5)CC4)ccc3c2)CC1	1.4
COC(=O)C1=C(C)N(Cc2ccc(C(F)(F)F)cc2)C(=NCc2ccc(C(F)(F)F)cc2)NC1c1ccccc1 (stereo not given)	-2.9
COC(=O)C1=C(C)N(Cc2ccccc2C(F)(F)F)C(=NCc2cc(OC)c(OC)c(OC)c2)NC1c1cccc(C(F)(F)F)c1 (stereo not given)	-1.5
N#Cc1[nH]nc2nc[nH]c(=O)c12	-0.2
COc1ccc2c(c1)[C@@]1(OCCC=C[C@H]1C)C(=O)N2Cc1ccc(Br)cc1	0.2
c1ccc(Cn2cc(CCOCc3ccccn3)c3ccccc32)cc1	0.5
CCNc1nnc(-c2ccccc2OC)s1	1.6
O=S1(=O)c2ccc(Br)cc2-n2nncc2CN1Cc1cccc(Cl)c1	0.6
CCn1c(=N)c(S(=O)(=O)c2ccc(C)cc2)cc2c(=O)n3ccccc3nc21	-0.6
O=C(NCc1ccccc1)[C@H]1CCCN1C(=O)[C@H]1CCCN1C(=O)c1cccc(F)c1	-1.0
COCc1[nH]nc2c1C(c1ccc(F)cc1)NC2=O (stereo not given)	-0.1
Nc1c(C(=O)NCCc2ccc(Cl)cc2)sc2ccc(S(=O)(=O)N3CCCCC3)cc12	1.0
Cc1ccc(OCc2ccc(Br)cc2)c([N+](=O)[O-])n1	3.8
COC(=O)[C@@]1(Cc2ccc(OC)cc2)[C@H]2c3cc(C(=O)N4CCCC4)n(Cc4ccc(OC)c(OC)c4)c3C[C@H]2CN1C(=O)c1ccccc1	-0.3
O=C1NC(Cc2cnc[nH]2)C(=O)N2CCCC12 (stereo not given)	-0.2
O=C(N[C@H](Cc1ccccc1)C(=O)N1CCCN(Cc2cccs2)CC1)[C@H]1O[C@@H](n2ccc(=O)[nH]c2=O)[C@H](O)[C@@H]1O	0.1
Cc1ccc(NC(=S)Nc2ccc(-c3nnc4n3CCCCC4)cc2)cc1C	-1.3
CCCn1cc(C(=O)Nc2ccc(Oc3cccnc3)cc2)c2ccccc21	1.5
O=C(CSc1nnc(NC(=O)c2ccccc2Cl)s1)Nc1ccc2c(c1)oc1ccccc12	-0.4
Cc1cnn(C(=O)c2ccccc2Br)c1	1.5
CC(C)C[C@@H]1COc2cc(F)ccc2S(=O)(=O)N1	0.5
CCN(CC)CCN(C(=O)c1ccc(N2C(=O)CCC2=O)cc1)c1nc2cc3c(cc2s1)OCO3	0.9
CCn1c2ccccc2c2cc(CN3CCN(S(=O)(=O)CC)CC3)ccc21	-0.2
CCCC(=O)NCc1ccncc1	-1.3
Cc1ccc(C(=O)NC2CCCCN(C)C2=O)cc1 (stereo not given)	0.1
Cc1ccc[n+](C2=C([O-])c3ccccc3C(=O)C2=O)c1	1.1
Cc1nc(NC(=O)CSc2ccccc2N)sc1C	0.7
COC(=O)[C@]12C[C@H](CC(=O)N3CCN(C(=O)c4ccco4)CC3)C(=O)N(CCC3=CCCCC3)C1=C[C@H](C(C)(C)C)O[C@@H]2C	-0.4
CC(C)C[C@H]1COc2cc(Br)ccc2S(=O)(=O)N1Cc1ccc(F)cc1F	-0.8
Cc1[nH]c2ccccc2c1CC(=O)Nc1ccc(Nc2cccnc2)c(Br)c1	0.5
The list goes on:
SMILES	MsrA inhibitor
C[C@H](CO)N1C[C@H](C)[C@@H](CN(C)C(=O)Cc2ccccc2)OCc2cn(nn2)CCCC1=O	0.6
COc1cc2nc(-c3ccccc3)nc(N3CCCC3)c2cc1OC	1.4
O=C(CNS(=O)(=O)c1ccc(Br)cc1)OCc1cc(=O)n2cc(Br)ccc2n1	0.9
CC(C)C[C@@H]1COc2cccc(NCCO)c2S(=O)(=O)N1	-0.6
CC(C)(C)S(=O)N1C[C@H]2CC(=O)C(CCO)=C2[C@@H]1CCO (stereo not given in full)	0.9
Cc1[nH]nc2c1C(c1cccc(C(F)(F)F)c1)NC2=O (stereo not given)	-0.2
CC1(C)CC(=O)C2=C(C1)NC(=O)CC2C(=O)NCc1ccc(F)cc1 (stereo not given)	-0.2
CN(Cc1ccco1)C(=O)[C@@H](Cc1ccccc1)NC(=O)[C@H]1O[C@@H](n2ccc(=O)[nH]c2=O)[C@H](O)[C@@H]1O	0.2
O=C(NC(c1ccccc1)c1cc(Cl)c2cccnc2c1O)c1cccnc1 (stereo not given)	0.8
CC(C)n1c(CN(C)Cc2ccccc2)nc2c1c(=O)n(C)c(=O)n2C	0.1
CCCCC1OC(CCc2ccccc2)CC2=C1C(=O)OC(C)(C)O2 (stereo not given)	-0.5
CC(=O)N1C[C@@H](CO)[C@@H](N(C)C(=O)/C=C/c2ccccc2)C[C@H]1c1ccccc1	1.8
Nc1nc2c(ncn2[C@@H]2O[C@H](C(=O)NCC(c3ccccc3)c3ccccc3)[C@@H](O)[C@H]2O)c(=O)[nH]1	0.7
CON(C)C(=O)[C@H]1C[C@@H]2[C@H](C[C@@H](c3ccccc3)[C@H]1C)N(c1ccc(F)cc1)C(=O)N2CCCOc1ccccc1	0.2
CCOC(=O)c1cnc2c(N=Nc3cccc(Cl)c3)c(N)nn2c1N	1.2
Cc1cc(N2CCNC[C@@H]2C)ccc1N1CCN(Cc2ccccc2)[C@H](C)C1	0.4
Cc1cc2c(c(=O)o1)[C@@]1(C(=O)N(C)c3ccccc31)C1=C(CC(C)(C)OC1=O)O2	0.2
CC(C)C1=CC2C3C(C(C(C)C)=CC(=O)[C@@]3(C)O)C1C(=O)C2(C)O (stereo not given in full)	-0.3
COc1ccc(CC(NC(C)=O)C(=O)NC2CCN(c3c(Cc4ccccc4)c(C)nc4ncnn34)CC2)cc1OC (stereo not given)	1.9
C[C@H]1CN([C@@H](C)CO)C(=O)CCCn2nncc2CO[C@@H]1CN(C)Cc1ccc2cccnc2c1	-0.1
CN1CCN(NC(=O)CN2C(=O)/C(=C/c3ccccc3F)SC2=S)CC1	1.5
COc1ccc([C@H]2C=C3CN(C(=O)OC(C)(C)C)S(=O)(=O)[C@H]3C[C@H]2OC(=O)c2cccs2)cc1	-1.0
COC(=O)N1C[C@H](OCc2ccc3c(c2)OCO3)[C@H]2C[C@@H]1c1ccccc1O2	0.1
Cc1ccc2nc(-c3ccc(Cl)cc3)c(Cc3cccc(F)c3)n2c1	0.3
O=C(O)CSc1c2c(nc3cc(C(=O)NCCN4CCOCC4)ccc13)CCC2	0.2
COc1cccc(/C=C2/Sc3ccc(C(=O)NC4CC4)cc3NC2=O)c1	-0.3

Not all compounds are listed, so the mix of outcomes need not match the whole.
